Assay outcomes deposited in PubChem BioAssay by several laboratories.
aSyn UTR inh: 5' untranslated region of α-synuclein, MLPCN primary screen. alpha-synuclein 5'UTR reporter, inhibitor activity. 300,000 compounds, 0.82% hits. inhibition, % (tested at 7.5 µM). AID 1813; in the data active means inhibition above about 60%;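 further: H4 neuroglioblastoma cells stably carrying SNCA 5'UTR luciferase fusion; 0% = DMSO wells and 100% = positive control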
IEC-6 cytotox: IEC-6 cytotoxicity, counter-screen for KLF5 inhibitors | luminescence viability | inhibition, % at 5 µM | 290,000 compounds, 0.78% hits; in the data active means inhibition above about 22%;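 further: 0% = plate median of test compound wells and 100% = cytotoxic reference compound wells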
HSF1 inh: HSF1 inhibition; NIH3T3-HGL HSE-luciferase, MG132-induced, luminescence 8 h; hits give low values; activity change, negative = inhibition, % at 7.5 µM (by protocol); 300,000 compounds, 0.77% hits;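 active means more than half of replicate wells show activity change below -50%, luminescence cut by over half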;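 further: luciferase reports HSF-1 transcriptional activity via heat shock element; 0% = median of DMSO wells and -100% = zero luminescence signal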
PolyA inh: yeast polyadenylation inhibition | S. cerevisiae SKY197-pL101 polyadenylation reporter, beta-gal luminescence; efflux-impaired pdr1/pdr3 knockout yeast; score 100 = 6 SD above DMSO | calls only at 12 µM | 300,000 compounds, 0.02% hits | AID 1875;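 active means lowest replicate activity score at least 50, where 100 means six control SD above control mean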;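 further: yeast exposed to compound for 9 h at 30 °C; higher score means more reporter readthrough which indicates perturbed polyadenylation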
AI-2 QS modul: modulators of Vibrio harveyi AI-2 quorum sensing system; Vibrio harveyi JMH597 AI-2 luminescence/OD600 ratio, 9 h; hits give low values; strain lacks LuxN and CqsS sensors; 0 = neutral-control median; activity change, % at 7.5 µM; 300,000 compounds, 0.4% hits; AID 2094; in the data active means activity change below about -75%, passing the limit was not always enough;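 further: luminescence divided by OD600 gain over 9 h not by final OD600 alone; inactives centre near 13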
GSK3B inh: human GSK3beta kinase inhibition. P49841. GST-GSK3beta kinase, ADP-Glo luminescence, 60 min; hits give low values. activity score (negative = inhibition), % at 10 µM. 300,000 compounds, 0.038% hits. AID 2097;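 active means more than half of replicate wells score below -50%, meaning over 50% inhibition versus plate controls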;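 further: 0% = median DMSO wells and -100% = median GW8510 positive control wells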
Target sequence (P49841 whole entry, looked up): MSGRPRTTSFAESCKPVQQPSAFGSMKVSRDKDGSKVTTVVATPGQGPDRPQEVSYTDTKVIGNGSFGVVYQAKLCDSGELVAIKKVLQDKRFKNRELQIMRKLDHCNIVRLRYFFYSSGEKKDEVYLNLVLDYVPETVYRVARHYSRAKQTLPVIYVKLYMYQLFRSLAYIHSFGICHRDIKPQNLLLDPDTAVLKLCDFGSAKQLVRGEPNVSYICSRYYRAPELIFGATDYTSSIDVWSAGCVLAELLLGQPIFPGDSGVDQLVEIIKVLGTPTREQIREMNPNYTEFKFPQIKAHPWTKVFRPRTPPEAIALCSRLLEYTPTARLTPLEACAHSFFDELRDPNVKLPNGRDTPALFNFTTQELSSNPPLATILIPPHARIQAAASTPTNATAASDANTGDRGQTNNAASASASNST
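Assay system: GST-tagged human GSK3beta kinase, cell-free; Input: 1.6 ng GSK3beta; Medium: Tris/MgCl2 kinase buffer; Timing: 60 min enzyme reaction, room temperature; Signal: ADP-Glo luminescence quantifying ADP generated by kinase; Evaluation: score relative to plate controls; Benchmarks: DMSO neutral wells and GW8510 at 20 µM as positive.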
HSP90 refold inh: HSP90 refolding inhibition in rabbit reticulocyte lysate | luciferase refolding luminescence, 3 h | inhibition, % at 5.6 µM | 290,000 compounds, 0.91% hits | AID 1789;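 active means inhibition above the screen-wide mean plus 3 SD, computed separately per campaign, cut at about 16% in these data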;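 further: 0% = DMSO wells and 100% = 60 µM geldanamycin wells; inhibitors lower the luminescence because luciferase stays unfolded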
GSK3 alpha inh: blocks human GSK-3 alpha kinase; P49840; ADP-Glo luminescence, 60 min; inhibition, % at 10 µM; 320,000 compounds, 0.1% hits; AID 2650;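 in the data active means inhibition above about 50%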;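 further: GST-tagged GSK-3 alpha with peptide substrate and 25 µM ATP; 0% = DMSO neutral wells and 100% = GW8510 positive control wells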
Target sequence (P49840 whole entry, looked up): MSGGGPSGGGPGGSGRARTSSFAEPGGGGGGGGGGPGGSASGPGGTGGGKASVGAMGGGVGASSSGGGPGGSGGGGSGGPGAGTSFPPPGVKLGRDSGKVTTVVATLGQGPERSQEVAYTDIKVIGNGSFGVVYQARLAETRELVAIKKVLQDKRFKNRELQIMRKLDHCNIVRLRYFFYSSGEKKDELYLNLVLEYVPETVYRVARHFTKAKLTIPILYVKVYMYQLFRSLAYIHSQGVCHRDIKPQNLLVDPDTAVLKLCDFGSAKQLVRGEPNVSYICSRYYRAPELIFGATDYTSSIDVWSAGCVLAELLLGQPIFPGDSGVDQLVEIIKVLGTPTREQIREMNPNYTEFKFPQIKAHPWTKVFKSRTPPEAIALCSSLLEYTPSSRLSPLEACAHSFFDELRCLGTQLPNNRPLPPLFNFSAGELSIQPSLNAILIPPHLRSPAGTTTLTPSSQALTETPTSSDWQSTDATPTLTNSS
KLF5 inhibitor: suppresses KLF5 promoter-driven expression. DLD-1 KLF5 promoter-luciferase reporter, luminescence. inhibition, % at 5 µM. AID 1700. 290,000 compounds, 0.23% hits;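 active means inhibition above a per-plate limit of that plate's mean compound inhibition plus 3 SD, cut at about 60% in these data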;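 further: 0% = DMSO wells and 100% = LY294002 at 200 µM; higher means less KLF5 promoter-driven luciferase light; inactives centre near -14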
HSF-1 act: increases HSF-1 driven luciferase reporter signal. NIH3T3-HGL HSF-1 luciferase reporter, MG132, 8 h; 100% = twice DMSO control signal. 300,000 compounds, 1.7% hits. activation, % at 9 µM. AID 504408;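 active means mean replicate activation of at least 50% with a set share of replicates each reaching 50%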;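 further: 0% = median of the neutral control wells and 100% = twice that signal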
Active calls of the source: *; i = inactive; x = no result given.

SMILES	aSyn UTR inh	IEC-6 cytotox	HSF1 inh	PolyA inh	AI-2 QS modul	GSK3B inh	HSP90 refold inh	GSK3 alpha inh	KLF5 inhibitor	HSF-1 act
CCN1CCN(C(=S)c2ccc(-c3ccccc3)cc2)CC1	66*	-2	-4	i	10	0	2	-2	-15	0
COc1ccc(C(=O)Cn2c(Br)nc3c2c(=O)n(C)c(=O)n3C)cc1	-20	3	0	i	2	4	-3	-1	-10	10
CS(=O)(=O)c1ccc2nc(NC(=O)c3cccc(Cl)c3)sc2c1	-72	-1	5	i	5	5	-2	-3	-97	-12
Cc1cc(NC(=O)CSc2nc3ccccc3n2CC(=O)N2CCC(C)CC2)no1	9	5	-2	i	-2	3	-4	-4	-12	-17
CCC(CC)COC(=O)C1=C(C)NC(=O)NC1c1ccc(OC)cc1 (stereo unspecified)	23	10	5	i	-15	-3	1	-1	-6	16
O=C(O)C1C2C=CC(C2)C1C(=O)N1CCN(C/C=C/c2ccccc2)CC1 (stereo unspecified)	-9	-1	-6	i	10	-4	1	-2	4	4
O=C(Nc1cccc(S(=O)(=O)N2CCCCC2)c1)C1CCC1	8	x	-4	i	7	2	x	-1	x	-8
NC(=O)c1c(NC(=O)C(=O)NCCCN2CCOCC2)sc2c1CCCC2	-2	4	-7	i	4	3	-3	0	-32	-27
O=C(c1ccc2c(Cl)c3c(nc2c1)CCCC3)N1CCN(c2ccc(F)cc2)CC1	-30	10	56	i	12	0	-2	0	-5	72*
O=c1[nH]cc(COCc2ccccc2)c(=O)[nH]1	-2	-11	-6	i	17	3	1	-1	-12	0
COc1cc2c(cc1NC(=O)/C=C/c1ccc([N+](=O)[O-])cc1)oc1ccccc12	3	4	-2	i	18	1	0	x	-9	-9
COC(=O)c1ccc2c(c1)S(=O)(=O)NC(=NCCCN1CCOCC1)S2	-4	0	-5	i	32	3	3	0	-2	3
CC(C)(C)NC(=O)NC(=O)CN1C(=O)NC(C)(c2ccccc2)C1=O (stereo unspecified)	13	-8	-2	i	20	-1	-1	-2	8	-5
COc1ccccc1C(=O)NC(=S)Nc1cc(C(=O)O)ccc1C	-16	-8	-5	i	13	-4	-2	-1	-17	7
Cc1nc(Cl)c(S(N)(=O)=O)c(C)c1Cl	23	4	-6	i	19	-2	0	3	-23	-2
Cc1c(NC(=O)c2ccccc2NC(=O)COc2ccccc2)cccc1C(=O)O	-12	-3	-4	i	42	3	1	-4	-10	1
O=S(=O)(NCc1ccccn1)c1ccc2c(c1)OCCO2	5	-8	-7	i	10	-3	-4	-1	-14	-2
COC(=O)c1ccc(NC(=O)CSC2=NC(=O)C(c3ccccc3)C(=O)N2)cc1 (stereo unspecified)	17	-2	-1	i	-7	0	-1	-2	-39	-5
Cc1ccc2c(c1)c(C)c(C)n2CC(O)Cn1nnc2ccccc21 (stereo unspecified)	-70	1	-89*	i	5	1	3	-2	-71	-91
CC1Sc2ccc(S(=O)(=O)CCC(=O)NC3CCCCCC3)cc2NC1=O (stereo unspecified)	18	1	3	i	x	-2	0	-2	-11	8
O=C(NNC(=O)C1C2CCC(C2)C1C(=O)O)c1cccc(Cl)c1 (stereo unspecified)	-16	7	0	i	-30	-3	2	0	-6	0
COc1ccccc1N1CCN(C(=O)/C=C/c2ccc(C)cc2)CC1	13	2	8	i	1	0	5	-3	-16	24
Cc1ccc(C(=O)NNC(=O)c2ccc(NS(=O)(=O)c3cccs3)cc2)s1	0	x	-2	i	54	-1	x	-1	x	0
NC(N)=NS(=O)(=O)c1ccc(N/C=C\C(=O)c2ccncc2)cc1	19	-4	5	i	7	4	1	0	2	-7
COc1ccc(N(CC(=O)Nc2c(C)n(C)n(-c3ccccc3)c2=O)S(=O)(=O)c2ccc(C)cc2)cc1	7	-3	-6	i	-8	-3	-3	-2	-23	-10

Arranged by SMILES length (ascending): part of the list above
SMILES	aSyn UTR inh	IEC-6 cytotox	HSF1 inh	PolyA inh	AI-2 QS modul	GSK3B inh	HSP90 refold inh	GSK3 alpha inh	KLF5 inhibitor	HSF-1 act
COc1ccccc1C(=O)NC(=S)Nc1cc(C(=O)O)ccc1C	-16	-8	-5	i	13	-4	-2	-1	-17	7
COC(=O)c1ccc2c(c1)S(=O)(=O)NC(=NCCCN1CCOCC1)S2	-4	0	-5	i	32	3	3	0	-2	3
O=C(O)C1C2C=CC(C2)C1C(=O)N1CCN(C/C=C/c2ccccc2)CC1 (stereo unspecified)	-9	-1	-6	i	10	-4	1	-2	4	4

Rewritten with values under each structure: entries from further up.
Screens in order: aSyn UTR inh	IEC-6 cytotox	HSF1 inh	PolyA inh	AI-2 QS modul	GSK3B inh	HSP90 refold inh	GSK3 alpha inh	KLF5 inhibitor	HSF-1 act
Cc1cc(NC(=O)CSc2nc3ccccc3n2CC(=O)N2CCC(C)CC2)no1
  9	5	-2	i	-2	3	-4	-4	-12	-17
CCC(CC)COC(=O)C1=C(C)NC(=O)NC1c1ccc(OC)cc1 (stereo unspecified)
  23	10	5	i	-15	-3	1	-1	-6	16

Record cards (already shown).
COc1ccc(C(=O)Cn2c(Br)nc3c2c(=O)n(C)c(=O)n3C)cc1 as listed: aSyn UTR inh: -20; IEC-6 cytotox: 3; HSF1 inh: 0; PolyA inh: i; AI-2 QS modul: 2; GSK3B inh: 4; HSP90 refold inh: -3; GSK3 alpha inh: -1; KLF5 inhibitor: -10; HSF-1 act: 10
COC(=O)c1ccc(NC(=O)CSC2=NC(=O)C(c3ccccc3)C(=O)N2)cc1 (stereo unspecified) as listed: aSyn UTR inh: 17; IEC-6 cytotox: -2; HSF1 inh: -1; PolyA inh: i; AI-2 QS modul: -7; GSK3B inh: 0; HSP90 refold inh: -1; GSK3 alpha inh: -2; KLF5 inhibitor: -39; HSF-1 act: -5

(more compounds)
SMILES	aSyn UTR inh	IEC-6 cytotox	HSF1 inh	PolyA inh	AI-2 QS modul	GSK3B inh	HSP90 refold inh	GSK3 alpha inh	KLF5 inhibitor	HSF-1 act
Cc1ccc(/C=C/C(=O)OCC(=O)NCCN2C(=O)CSC2=O)cc1	7	-2	-2	i	1	-5	0	-2	-24	-8
O=C(c1ccc(O)cc1)c1ccc(Cl)cc1	-45	2	2	i	-2	1	9	5	-15	17
CCOC(=O)CSc1nnc(CNc2ccccc2Cl)n1-c1ccccc1	0	-3	4	i	15	-1	3	11	-12	20
O=C(c1ccc(F)cc1)C(C(=O)N1CCCCC1)n1ccccc1=O (stereo unspecified)	10	-5	0	i	25	1	0	-1	-30	-2
COc1ccc(-n2cc(CNCCCn3ccnc3)c(-c3ccccc3Cl)n2)cc1	-24	5	6	i	37	3	5	1	-16	13
COc1cccc(CN(C)C(=O)c2cccc(S(=O)(=O)N3CCN(c4ccc(F)cc4)CC3)c2)c1OC	-7	x	3	i	35	6	x	0	x	3
CCN(CC)C(=O)Cn1c(=O)n(-c2ccc(CC(=O)NCc3ccccc3)cc2)c(=O)c2sccc21	4	2	5	i	7	-1	-6	-3	13	-8
Cc1ccc(N2CC(c3nc4ccccc4n3C)CC2=O)cc1 (stereo unspecified)	-1	-2	-2	i	11	1	0	3	3	-7
COc1ccccc1/C=N/NC(=O)c1ccccc1Cl	-1	4	-3	i	4	-1	-3	0	-22	-5
N=c1c(C(=O)NCc2ccco2)cc2c(=O)n3ccccc3nc2n1C1CCCC1	0	-16	1	i	-4	0	5	10	8	5
COc1ccc(C2=NN(C(=O)c3ccccc3C(=O)O)C(c3ccccc3O)C2)cc1 (stereo unspecified)	-171	-1	18	i	-8	-8	-3	-4	-128	41
Cc1cc(C)c(N=C2SCC(=O)N2Cc2ccco2)c(C)c1	-10	-4	-46	i	10	-3	5	-3	3	-57
COc1ccccc1Nc1ccc([N+](=O)[O-])cn1	-74	0	8	i	13	2	-1	4	-24	14
Cc1ccccc1OCC(=O)Nc1ccc(C(=O)Nc2ccccc2C(=O)O)cc1	-3	1	-2	i	10	1	1	-3	-15	-1
CCc1nnc(NC(=O)CCC(=O)N2CCN(c3cccc(Cl)c3)CC2)s1	-5	2	6	i	22	-4	3	-2	-8	14
Cc1cc(NC(=O)NC2CC(=O)N(c3ccc4c(c3)OCCO4)C2)no1 (stereo unspecified)	-16	-2	-8	i	32	-2	1	-4	7	-3
CC(=O)/C(N=Nc1c(C)n(C)n(-c2ccccc2)c1=O)=C(\C)O	-2	-4	11	i	19	4	0	0	-24	22
CC(=O)Nc1ccc(-c2nn[nH]n2)cc1	-12	-5	-1	i	37	-1	-3	-1	-9	-1
CCOC(=O)c1ccc(NC2OC(=O)c3ccccc32)cc1 (stereo unspecified)	-14	0	-41	i	x	x	5	0	3	-53
COc1ccc(/C=C2/SC(=S)N(n3c(C)ccc3C)C2=O)cc1	-5	-8	4	i	1	4	10	0	-20	5
CCOC(=O)C1CCN(S(=O)(=O)c2ccc3c(c2)CCN3C(C)=O)CC1	13	-1	-2	i	24	-1	2	4	-30	-5
O=C(CCOc1ccccc1)Nc1ccc([N+](=O)[O-])cc1	-2	1	3	x	-79*	4	-1	-3	-23	12

This is a subset; count on the stated rates, not on these rows.
